High-throughput results: PubChem, several laboratories
DAGLB inhibitor: diacylglycerol lipase beta (human) inhibition | Q8NCG7 | HEK293T DAGLB membrane lysate, EnzChek fluorogenic substrate | inhibition, % at 5.17 µM | actives 0.059% (n = 340,000); in the data active = inhibition above about 34%;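 also: 0% = enzyme with vehicle and 100% = wells lacking enzyme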
DSG3 Ab inh: blocks pemphigus antibody binding to human desmoglein-3 | actives 0.48% (n = 310,000) | DSG3-coupled beads, scFv-anti-DSG3-GFP binding, flow cytometry; stronger effect = lower value | binding (percent of control), % at 10 µM;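 active = binding more than 3 SD below its plate's average and above zero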;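 also: hits lower antibody fragment binding to DSG3; some compounds called inactive have numbers as strong as hits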
NSD2 inh: inhibitors of human histone methyltransferase NSD2. O96028. NSD2 peptide methylation, AlphaScreen, 120 min. inhibition, % at 12.5 µM. actives 0.54% (n = 310,000). AID 743445; in the data active = inhibition above about 50%
Arrestin-AP2 inh: blocks beta-arrestin peptide binding to AP2 adaptin; FITC-arrestin peptide / GST-AP2 beads, flow cytometry; AP2 beta2 appendage carries R879A mutation; inhibition, % at 10 µM; actives 0.31% (n = 340,000);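 active = inhibition above a set limit, near 3 SD of compounds lacking own fluorescence, cut at about 54% in these data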;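 also: plate controls were DMSO wells for no effect and 5 µM unlabelled arrestin peptide for full effect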
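System: GST-AP2 R879A glutathione beads; medium: PBS, Tween 20 0.05%, BSA 0.1%; reagent: fluorescein-tagged arrestin peptide at 50 nM final; schedule: pre-incubation 12 min, peptide binding 1 h, room temperature; detection: flow cytometry, FL1 (488/535 nm); read-out: inhibition as reduced fluorescein signal on beads, percent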
Keap1 Nrf2 FP: Keap1-Nrf2 (human) interaction inhibition. actives 0.15% (n = 340,000). inhibition, % at 9.4 µM. AID 504523. Keap1 Kelch-Nrf2 peptide fluorescence polarization, 1536-well. Q14145; in the data active = inhibition above about 12%;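 also: human Keap1 Kelch domain with fluorescein labeled Nrf2 9mer peptide probe; 0% = neutral control wells and 100% = peptide positive control; higher means more block of Keap1 binding to Nrf2 peptide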
Target sequence (Q14145 whole entry, looked up, the tested form may be a part): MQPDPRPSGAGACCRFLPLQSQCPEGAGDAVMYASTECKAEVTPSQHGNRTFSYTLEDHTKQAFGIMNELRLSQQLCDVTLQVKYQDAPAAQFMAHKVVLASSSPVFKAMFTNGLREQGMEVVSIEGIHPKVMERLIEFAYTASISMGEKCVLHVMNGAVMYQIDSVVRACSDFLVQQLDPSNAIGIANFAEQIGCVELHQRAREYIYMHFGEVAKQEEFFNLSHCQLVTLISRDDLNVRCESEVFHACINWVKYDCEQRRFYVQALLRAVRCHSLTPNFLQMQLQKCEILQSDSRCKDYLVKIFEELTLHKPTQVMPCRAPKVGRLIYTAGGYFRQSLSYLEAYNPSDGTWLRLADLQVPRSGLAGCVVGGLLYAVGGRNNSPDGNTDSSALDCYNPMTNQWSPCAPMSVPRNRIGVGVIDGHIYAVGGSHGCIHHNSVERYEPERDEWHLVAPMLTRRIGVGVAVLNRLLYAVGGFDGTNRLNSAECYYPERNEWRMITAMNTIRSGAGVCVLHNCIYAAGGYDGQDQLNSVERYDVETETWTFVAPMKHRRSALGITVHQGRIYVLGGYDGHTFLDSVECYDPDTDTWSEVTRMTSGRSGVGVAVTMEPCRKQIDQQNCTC
CAL PDZ FP-1: human CAL PDZ-peptide interaction inhibition; purified CAL PDZ, TMR-peptide fluorescence polarization, 1 h; inhibition, % at 20 µM; actives 0.02% (n = 330,000); AID 504414; Q9HD26;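 active = highest replicate inhibition of at least 40%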;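 also: plate controls were DMSO neutral control wells for no effect and unlabeled competitor peptide control wells for full effect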
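material = purified tagged CAL PDZ domain construct (CerCALP) | buffer or medium = sodium phosphate/NaCl buffer pH 7.4 with TCEP, IgG, Thesit | reagent = TMR-labelled reporter peptide T*-PRC34 bound in PDZ groove | incubation = 1 h room-temperature incubation prior to read | measured by = fluorescence polarization (mP) | evaluation = percent inhibition from loss of millipolarization | control set = unlabelled peptide and DMSO controls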
Cardiac RTF inh: cardiac RTF calcium desensitization; P19429+P45379; IANBD-labeled cardiac RTF, Ca2+ fluorescence; inhibition, % at 7.15 µM; actives 0.12% (n = 340,000); AID 493244;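 active = inhibition above the mean inhibition of all tested compounds plus 3 SD, cut at about 17% in these data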;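 also: assay run at fixed EC70 calcium of 1.6 mM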
V-ATPase pH: yeast V-ATPase proton transport regulation by pHLuorin; response, % at 10 µM; actives 0.37% (n = 350,000); S. cerevisiae, pHLuorin cytosolic pH fluorescence; in the data active = response mostly above about 7.3%, no sharp cut-off; inactive = mostly below about 5.4%; also: actives read high; inactives centre near 0; some compounds called inactive have numbers as strong as hits
C-LANA FP: blocks KSHV LANA C-terminal domain binding to DNA. inhibition, % at 9 µM. actives 0.078% (n = 340,000). MBP-C-LANA/FAM-LBS DNA binding, fluorescence polarization. AID 504423;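 active = highest replicate inhibition at or above 60% at 9 µM, even if other replicates fall short; inactive = all replicates below 60% inhibition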;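 also: 0% = neutral control wells and 100% = 4 µM acridine orange control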
CAL PDZ FP-2: CAL PDZ (human) peptide binding inhibition; AID 602252; Q9HD26; inhibition, % at 24.9 µM; purified CAL PDZ, TMR-peptide fluorescence polarization, 1 h; actives 0.92% (n = 300,000);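 active = mean inhibition of at least 30% with at least half of replicates also reaching 30%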;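 also: 0% = DMSO neutral control and 100% = excess unlabeled competitor peptide PRC23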
* hit, by the source's call; / = not tested or not shown. Only part of the results is shown. The share of hits here may be higher or lower than overall.

SMILES	DAGLB inhibitor	DSG3 Ab inh	NSD2 inh	Arrestin-AP2 inh	Keap1 Nrf2 FP	CAL PDZ FP-1	Cardiac RTF inh	V-ATPase pH	C-LANA FP	CAL PDZ FP-2
CCOc1ccc(C(C(=O)NCCC(C)C)N(CCO)C(=O)c2snc(C(N)=O)c2N)cc1 (configuration not stated)	-0.5	104.8	7.0	-3.5	-3.2	17.4	-0.1	0.8	-1.5	-2.9
COc1ccc(CN2CCNC(=O)C2CC(=O)NC2CCCC2)c(OC)c1 (configuration not stated)	-1.4	/	0.3	-1.6	-3.3	-1.7	-19.2	-0.4	-1.2	-2.6
CC(C)c1cccc(C(C)C)c1OC(=O)[C@H]1OC(c2ccc(Br)cc2)=C[C@@H]1c1ccc(Br)cc1	-22.6	98.3	/	-5.2	-6.9	-1.0	3.9	-62.8	2.4	-4.2
C#CCNC(=O)C1=C[C@H](c2csc3ccccc23)C[C@H](OCCCCO)O1	2.5	101.9	/	0.6	-1.7	-1.4	-9.2	-8.5	-0.6	-1.9
Cc1cccc(S(=O)(=O)Nc2ccc(S(=O)(=O)Nc3nccs3)cc2)c1	1.8	99.4	40.6	1.1	0.9	-1.0	-4.0	4.2	1.4	/
O=C(CCNC(=O)c1ccc([N+](=O)[O-])cc1)Nc1cc(C(F)(F)F)ccc1N1CCOCC1	-1.1	102.4	-3.0	/	/	/	/	2.6	/	/
Cc1cc(C)c(S(=O)(=O)NCc2cn3c(C)csc3n2)c(C)c1	-3.4	99.6	-3.1	-12.5	-3.7	-1.0	1.4	-1.3	-1.4	-3.5
O=C(CSCc1ccccc1F)NCc1ccc(F)cc1	-1.9	98.8	-5.2	-15.9	-6.3	-1.1	5.2	-1.6	0.0	-6.1
CC(=O)Oc1ccc(C(=O)Nc2cccc(C(=O)Nc3ccccc3C(=O)O)c2)cc1	-0.9	100.4	1.1	22.8	-0.1	-2.1	-3.0	-2.9	1.5	1.8
O=[N+]([O-])c1cccnc1Sc1ccccc1Cl	-8.0	/	/	-26.0	1.0	0.3	4.9	-4.1	1.9	-0.3
CCCN(CCC)S(=O)(=O)c1ccc(NS(C)(=O)=O)cc1	-1.3	97.2	0.2	15.9	2.5	-1.8	-10.8	-3.6	0.0	-0.8
Cc1ccc(CNc2cnccn2)cc1	-4.0	94.2	-0.7	0.5	1.0	-1.3	-8.2	0.5	1.2	/
COc1ccccc1NC(=O)CN(Cc1ccccc1)S(C)(=O)=O	-2.5	90.8	-2.5	16.8	-5.1	/	-3.0	11.5	-2.1	-3.1
CCOC(=O)c1c(CSc2ccccc2)n(C)c2ccc(O)cc12	-2.6	93.3	-0.2	17.1	5.7	-0.8	-7.6	-1.1	-1.7	-5.4
Cc1ccc(OC(=O)c2ccc3c(=O)n4c(nc3c2)CCC4)cc1	0.5	108.7	-0.6	-0.3	0.9	-2.5	-2.4	2.2	-1.3	-0.8
Cc1cc(C)c(OCC(=O)OCC(=O)NCCC2=CCCCC2)c(C)c1	-3.6	93.7	-3.0	6.2	0.8	-0.1	-6.2	4.3	1.5	-3.4
COc1ccc(S(=O)(=O)N2CCCC(C(=O)Nc3ccc4c(c3)OCCO4)C2)cc1 (configuration not stated)	-0.3	98.9	-0.3	22.3	1.0	-0.5	-1.2	-8.2	1.4	0.1
COc1ccc(CCC(=O)Nc2cccc(S(=O)(=O)N3CCOCC3)c2)cc1OC	-1.1	100.1	2.8	4.6	-0.5	-0.4	3.5	4.3	-0.5	16.5
COc1ccc(-c2n[nH]c(=S)n2CC(C)C)cc1	-4.5	98.5	0.0	-5.6	2.5	1.5	0.2	-1.0	-1.3	-0.1
COc1ccc(S(=O)(=O)N2CCCC2CNC(=O)C(=O)NCc2ccc(C)cc2)cc1 (configuration not stated)	0.9	98.3	-1.0	-8.3	-1.9	-0.9	2.4	0.1	-2.4	-0.6
COCCNC(=O)NC1(C(F)(F)F)Oc2ccc(Cl)cc2O1 (configuration not stated)	2.5	104.2	-0.6	25.2	-0.1	-4.2	-22.6	/	-1.4	-15.6
CCCCC(=O)Nc1nnc(SCC(=O)NCC2CCCO2)s1 (configuration not stated)	-3.1	98.5	-1.1	7.8	3.6	-2.0	-1.9	3.8	1.7	-2.3
Cc1c(C(=O)NCCC2=CCCCC2)oc2ccc(S(=O)(=O)N3CCC4(CC3)OCCO4)cc12	-4.4	99.2	-3.3	4.0	-4.7	-3.7	-8.3	-2.2	1.9	-5.0
CC1(C)CC(=O)C(C=NCCCN2CCOCC2)=C(O)C1	-0.9	99.8	1.6	3.6	-0.1	-0.9	4.6	-1.5	1.1	-3.2
COc1ccc(CCN(C)C(=O)c2cc(-c3ccc(C)cc3)nc3ccccc23)cc1OC	-1.8	/	0.5	6.5	-1.5	0.3	-0.3	-3.1	-1.3	-8.2

2 compounds picked at random from those above:
SMILES	DAGLB inhibitor	DSG3 Ab inh	NSD2 inh	Arrestin-AP2 inh	Keap1 Nrf2 FP	CAL PDZ FP-1	Cardiac RTF inh	V-ATPase pH	C-LANA FP	CAL PDZ FP-2
CCOc1ccc(C(C(=O)NCCC(C)C)N(CCO)C(=O)c2snc(C(N)=O)c2N)cc1 (configuration not stated)	-0.5	104.8	7.0	-3.5	-3.2	17.4	-0.1	0.8	-1.5	-2.9
CC(=O)Oc1ccc(C(=O)Nc2cccc(C(=O)Nc3ccccc3C(=O)O)c2)cc1	-0.9	100.4	1.1	22.8	-0.1	-2.1	-3.0	-2.9	1.5	1.8

An excerpt from above, limited to NSD2 inh and V-ATPase pH:
Molecule,NSD2 inh,V-ATPase pH
Cc1cccc(S(=O)(=O)Nc2ccc(S(=O)(=O)Nc3nccs3)cc2)c1,40.6,4.2
Cc1cc(C)c(S(=O)(=O)NCc2cn3c(C)csc3n2)c(C)c1,-3.1,-1.3
COc1ccc(-c2n[nH]c(=S)n2CC(C)C)cc1,0.0,-1.0

New compounds follow:
SMILES	DAGLB inhibitor	DSG3 Ab inh	NSD2 inh	Arrestin-AP2 inh	Keap1 Nrf2 FP	CAL PDZ FP-1	Cardiac RTF inh	V-ATPase pH	C-LANA FP	CAL PDZ FP-2
O=C(Nc1nc2ccccc2[nH]1)c1ccccc1	-0.2	98.7	1.2	-3.9	-2.6	-1.2	7.7	-0.6	0.2	-5.1
Cc1ccc(C)c(S(=O)(=O)N2CCCCC2CCNC(=O)C(=O)NCc2ccccc2)c1 (configuration not stated)	-1.4	103.3	9.4	15.1	5.2	-1.4	-0.5	2.7	0.5	-19.3
CCCNc1nc(C)cc(-c2cc(C(=O)NCc3ccccc3)on2)n1	-1.5	101.9	/	24.9	-3.6	-1.0	-21.3	0.5	-3.0	-1.2
O=C(N=Nc1c(O)[nH]c2ccc(Br)cc12)c1ccccc1-n1cccc1	5.7	91.0	14.3	3.5	-4.8	0.4	-3.6	1.0	0.6	-4.9
Cc1ccc(-n2nc(C)c3onc(C)c3c2=O)cc1	-3.2	108.6	-1.2	-8.2	5.4	-0.6	-5.3	-4.9	-1.6	-0.4
CCOc1ccc(N(C(C)C(=O)N2CCCCCC2)S(C)(=O)=O)cc1 (configuration not stated)	1.6	95.4	-9.2	-1.2	-1.7	-0.2	-5.0	2.1	-1.5	-2.5
Cc1cccc(C)c1NC(=O)CSCC(=O)c1ccc(O)c(O)c1	2.6	/	42.2	-11.8	-17.8	-0.4	6.9	3.6	15.5	-4.9
Cc1ccc(S(=O)(=O)N2CCOCC2)cc1C(=O)NC1CCN(Cc2ccccc2)CC1	0.2	102.0	-3.4	25.2	-2.7	-0.9	-3.0	-0.1	1.0	-2.7
COc1ccc(CCNc2oc(-c3ccccc3OC)nc2C#N)cc1	-0.7	115.4	4.7	-3.0	-3.9	-1.0	2.2	-1.9	-0.4	0.0
COc1ccccc1CNC(=O)c1ccc(NC(=O)CC2SC(N3CCCC3)=NC2=O)cc1 (configuration not stated)	1.6	90.5	0.2	9.8	-7.1	-1.9	-0.1	-1.1	-1.6	7.1
CCC(CC)c1nnc(NC(=O)/C=C/c2ccco2)s1	3.9	117.2	-0.4	-2.2	4.3	0.0	-1.9	-0.6	1.6	-7.5
C=CCc1cccc2cc(C(=O)O)c(=O)oc12	3.8	103.2	4.1	0.0	-3.8	0.5	-3.1	-1.0	1.1	-1.5
Cc1cc2nnc(SCC(=O)NCC3CCCO3)n2c2ccccc12 (configuration not stated)	-0.5	102.2	-1.0	-4.4	-1.2	-2.1	-5.2	-2.7	-2.9	1.4
CCOc1ccccc1OCC(=O)OCC(=O)c1c(C)[nH]c2ccccc12	-1.3	103.1	0.1	13.2	0.2	-1.2	-2.5	-12.9	0.8	/
CCC1CCc2c([nH]c3ccccc3c2=O)O1 (configuration not stated)	-0.4	/	-2.2	-11.9	0.5	-0.8	10.4	-1.4	1.4	-1.6
COc1ccc(C2(CNC(=O)c3cccc([N+](=O)[O-])c3)CCOCC2)cc1OC	-1.4	92.4	-3.7	29.1	3.3	0.4	-11.7	0.8	1.7	-1.9
Cc1ccc(NC(=O)NNC(=O)c2sccc2-n2cccc2)cc1	0.1	98.2	-3.4	31.0	0.1	-0.7	1.8	-0.8	-1.4	/
O=C(Nc1ccc(S(=O)(=O)N2CCCC2)cc1)c1cc(F)c(F)cc1Cl	-5.4	104.6	-3.3	-5.5	-0.9	-3.0	-2.1	-2.3	-0.3	-1.8
CCN1C(=O)N[C@@H](c2cccs2)C(C(C)=O)=C1C	-2.8	102.6	/	21.0	1.4	-0.8	2.0	0.7	-1.4	0.1
COc1ccccc1/C=C(\NC(=O)c1ccc(OC)c(OC)c1)C(=O)Nc1ccc([N+](=O)[O-])cc1	-0.5	98.1	-28.1	0.0	-8.8	-1.4	-0.5	0.1	-0.3	0.5
Cc1ccccc1N1C(=O)C(Cl)=C(N2CCCCCC2)C1=O	-3.5	106.1	-36.8	13.3	0.2	-0.9	-5.5	4.9	-1.7	-10.2
COc1ccc(CCC(=O)NNC(=O)Nc2cccc(Cl)c2)cc1	-1.7	110.4	1.7	-5.5	2.2	-2.6	-1.7	-0.6	-1.8	-5.4
O=c1c2c(nc3cc(-c4cccc(Cl)c4)[nH]n13)CCCC2	-5.2	99.7	-1.2	3.5	-6.5	0.0	9.1	-1.4	1.3	-4.6
Cc1ccc(Oc2nnc(-c3cccs3)c3ccccc23)cc1	-1.2	90.4	-0.1	4.3	-5.8	-3.0	-3.6	2.3	-0.1	-1.2
CN(C)CCNC(=O)C(=O)Nc1cc2c3c(c1)CCC(=O)N3CCC2	0.5	97.7	3.6	2.2	-2.1	-2.6	-9.4	1.4	-0.7	-2.4
O=C(c1ccccc1)N(C(=O)c1ccccc1)c1ncnc2c1C(c1ccccc1)c1c(ccc3ccccc13)O2 (configuration not stated)	3.5	92.2	/	9.2	-3.7	-0.5	-19.1	-0.4	-1.0	2.1
OC(c1ccccc1)(C1CCCCC1)C(CN1CCOCC1)c1ccccc1 (configuration not stated)	-9.7	104.3	-4.1	7.4	-3.2	/	4.2	-2.7	-0.7	3.2
